IAP activation: mouse intestinal phosphatase enzyme activation – biochemical, luminescence, single concentration, confirmation (AID 434970) | purified mouse IAP, CDP-Star luminescence, 30 min; active compounds read low | activity change, negative = activation, % at 10 µM | hit rate 2.9% among 11,000; in the data active = activity change below about -85%;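 also: percent relative to enzyme plus DMSO wells and wells without enzyme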
IAP activation Fold change: further read-out of IAP activation, marked with its call; activation factor; measured here: IAP activation factor; active compounds read high;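 fold luminescence change scaled to plate control wells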
An asterisk follows results filed as active. The list is partial; rates above refer to the full screens.

SMILES	IAP activation	IAP activation Fold change
C=C1c2cccc(O)c2C(=O)C2C(=O)[C@]3(O)C(=O)C(C(N)=O)C(=O)[C@@H](N(C)C)[C@@H]3[C@@H](O)[C@H]12 (stereo partly specified)	48.0	0.52

Source: PubChem BioAssay (Sanford-Burnham Center for Chemical Genomics)
